# Compound activity from PubChem.
# TLR4 MyD88 blk: TLR4-MyD88 interaction inhibition; 16,000 tested, 0.06% active; Cell-based TLR4-MyD88 binding inhibition assay; inhibition, % at 10 µM; O00206; in the data active means inhibition above about 45%
# S1P1 ag: activates the human S1P1 receptor | P21453 | S1P1 agonist cell-based reporter assay | activation, % at 4.5 µM | 16,000 tested, 1.5% active | AID 1044; in the data active means activation above about 80%
# Target sequence (P21453 whole entry, looked up): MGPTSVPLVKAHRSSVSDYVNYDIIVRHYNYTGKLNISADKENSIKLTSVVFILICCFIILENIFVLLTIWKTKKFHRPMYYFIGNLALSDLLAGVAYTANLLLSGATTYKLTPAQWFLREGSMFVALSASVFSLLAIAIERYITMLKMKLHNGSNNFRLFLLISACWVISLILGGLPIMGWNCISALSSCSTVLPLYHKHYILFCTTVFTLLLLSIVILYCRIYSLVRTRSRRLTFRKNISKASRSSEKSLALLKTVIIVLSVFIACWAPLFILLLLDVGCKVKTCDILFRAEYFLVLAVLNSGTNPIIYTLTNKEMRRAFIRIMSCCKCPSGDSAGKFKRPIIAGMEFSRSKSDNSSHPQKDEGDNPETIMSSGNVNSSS
# rat GALR2 ag: GALR2 (rat) receptor agonism | cell-based GALR2 agonist screen | activation, % at 10 µM | 16,000 tested, 0.5% active | AID 833; in the data active means activation above about 15%
# PME-1 Maybr inh: inhibitors of human PME-1 in Maybridge library; recombinant PME-1, FP-Rh probe fluorescence polarization; inhibition, % at 9 µM; 16,000 tested, 0.5% active; AID 2291; in the data active means inhibition above about 30%
# Target sequence (Q9Y570 whole entry, looked up): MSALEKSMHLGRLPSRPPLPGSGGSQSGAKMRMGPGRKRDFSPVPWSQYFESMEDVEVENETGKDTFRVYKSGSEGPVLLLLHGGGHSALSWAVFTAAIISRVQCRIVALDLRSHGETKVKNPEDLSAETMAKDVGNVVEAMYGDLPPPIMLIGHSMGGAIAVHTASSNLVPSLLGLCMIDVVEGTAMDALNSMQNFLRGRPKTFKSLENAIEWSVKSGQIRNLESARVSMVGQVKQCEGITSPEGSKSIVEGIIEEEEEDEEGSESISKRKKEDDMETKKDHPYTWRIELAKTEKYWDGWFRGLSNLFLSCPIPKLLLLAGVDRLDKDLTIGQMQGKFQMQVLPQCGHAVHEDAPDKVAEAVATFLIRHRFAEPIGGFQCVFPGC
# KOR antag MB: blocks the human kappa opioid receptor, Maybridge compounds. inhibition, % at 9 µM. 16,000 tested, 0.4% active. OPRK1 cells, antagonist mode, fluorescence readout. AID 652031. P41145; in the data active means inhibition above about 50%
# NOTCH ag: agonists of NOTCH signaling; NOTCH signaling luciferase reporter cells, luminescence; activation, % at 2.5 µM; 15,000 tested, 0.4% active; AID 434982; in the data active means activation above about 2.2%
# Nox1 inhibitor: inhibitors of human NADPH oxidase 1 (Nox1) | Q9Y5S8 | HT29 cells, luminol chemiluminescence ROS | inhibition, % at 6.7 µM | 16,000 tested, 0.81% active | AID 1792
# luminol inh ctr: counter-screen for Nox1 inhibitors: inhibitors of luminol chemiluminescence; HRP/luminol/H2O2 chemiluminescence counterscreen; inhibition, % at 6.7 µM; 16,000 tested, 0.4% active; further: reference of the scale not given here
# Numbers without * were called inactive; . = not tested or not shown. Unless noted, no stated cut-off is given here; in the data, active means inhibition above about 75%; inactive means the rest.
SMILES,TLR4 MyD88 blk,S1P1 ag,rat GALR2 ag,PME-1 Maybr inh,KOR antag MB,NOTCH ag,Nox1 inhibitor,luminol inh ctr
Cc1cc(C(=O)Nc2cc(-c3ccccc3)nn2C)no1,-10,0,-3,3,2,0.0,18,-3
NCCCNc1ncc(C(F)(F)F)cc1Cl,3,-15,-8,1,1,-0.3,-26,1
Cn1cc(Br)c(NC(=O)/C=C\C(=O)O)n1,3,0,-5,-2,0,-5.7,-67,4
CCn1nc(C)c([N+](=O)[O-])c1C(=O)Sc1ccc(C(F)(F)F)cn1,-7,1,-3,0,4,-1.2,-9,2
COc1ccc(-c2nc(N/N=C/c3cccs3)[nH]c(=O)c2C#N)cc1,1,8,-6,-4,-7,0.0,-3,3
CN(C)CC#Cc1ccc(-c2ccn(S(=O)(=O)c3ccc(Cl)cc3)n2)s1,-2,-17,-5,4,9,0.3,22,-4
Cc1ccc(OCC(=O)NN)c2c1CCC2,-17,2,-6,8,-16,-0.3,11,-3
O=C1c2ccccc2C(=O)N1N1C(=O)C2C3C=CC(C3)C2C1=O (stereo unspecified),-13,-5,-7,3,-11,0.2,16,-7
CNC(=O)NNC(=O)Cn1cc(Cl)c(=O)c(Cl)c1,-4,-15,-3,6,6,0.1,-20,31
CCc1cc2c(=O)c(-c3nc4ccccc4s3)coc2cc1OC(C)=O,8,37,-2,-10,8,-0.4,-46,4
O=C(CNc1cc(C(F)(F)F)cc(C(F)(F)F)c1)c1cc2cc(Cl)ccc2o1,0,55,-6,-11,13,-0.5,-22,4
CC(c1ccccc1)N1C(=O)CSC1=S (stereo unspecified),-4,12,1,8,19,-0.3,25,-4
COC(=O)/C(C#N)=C/c1[nH]c(C)cc1C,8,7,-4,-1,9,-0.4,-35,2
COc1cccc(C=NCCCC2C=NNC2=O)c1O (stereo unspecified),2,1,-7,1,0,-0.1,30,53
Cc1oc2c(F)c(F)c(F)c(F)c2c1-c1noc(C(C)(C)C)n1,2,-7,-7,8,5,0.1,-2,-6
CC(C)(C)NC(=S)N/N=C/c1ccco1,-4,-26,0,-3,12,1.4,-42,7
Cc1c(C)c(C)c(C(=O)/C=N/N)c(C)c1C,-5,2,-9,-6,9,-0.8,-10,2
O=C(Nc1ccc(OCc2ccccc2)cc1)OCC1CN(Cc2ccccc2)CCO1 (stereo unspecified),0,44,7,5,39,-0.3,35,-15
CS(=O)(=NC(=O)Nc1ccccc1)c1ccsc1 (stereo unspecified),-3,0,-2,0,14,-0.1,-42,1
OCCCN1CNC(=S)NC1,0,-4,-5,4,0,-4.5,12,-5
c1ccc(-c2cccc(-c3ccccc3)n2)cc1,-11,-10,-7,0,-4,.,3,-4
CCO/N=C/c1nn(C(=O)NC)cc1Br,3,-7,-6,1,4,-0.2,-10,-1
Nc1c(-c2ccc(Cl)cc2)cnn1-c1ncc(C(F)(F)F)cc1Cl,-6,-11,-8,2,-2,0.6,-21,-3
O=C(c1ccc(Cl)cc1)N1CCC(c2nc(-c3ccc(Cl)cc3)no2)CC1,-3,51,-10,1,-6,1.4,-6,3
Cc1cc(C)n(C2=NCCN2S(=O)(=O)c2cc(C(F)(F)F)cc(C(F)(F)F)c2)n1,-2,-2,-8,2,17,-0.1,8,-3
Cc1nc(-c2ccccc2)sc1C(=O)Nc1ccccc1,-9,-1,-8,1,-24,-0.2,24,0
N/C(=N\OC(=O)c1ccc(-c2cccs2)s1)c1cccc(C(F)(F)F)c1,11,65,-5,-7,5,0.8,-76,-2
Nc1ncccc1OCc1ccc(Cl)c(Cl)c1,-6,36,-10,1,-11,.,-22,3
O=S(=O)(NCCSCc1ccco1)c1cccc2nonc12,4,-10,-7,6,-12,-1.0,-11,-2
Cc1cc(NS(=O)(=O)c2ccc(NCN3C(=O)c4ccccc4C3=O)cc2)no1,6,7,-5,-2,7,-0.5,-51,1

# The last 3 entries of the part before come first, to join the parts.
SMILES,TLR4 MyD88 blk,S1P1 ag,rat GALR2 ag,PME-1 Maybr inh,KOR antag MB,NOTCH ag,Nox1 inhibitor,luminol inh ctr
Nc1ncccc1OCc1ccc(Cl)c(Cl)c1,-6,36,-10,1,-11,.,-22,3
O=S(=O)(NCCSCc1ccco1)c1cccc2nonc12,4,-10,-7,6,-12,-1.0,-11,-2
Cc1cc(NS(=O)(=O)c2ccc(NCN3C(=O)c4ccccc4C3=O)cc2)no1,6,7,-5,-2,7,-0.5,-51,1
COc1cccc(-c2cnc(Nc3ccc(F)cc3)s2)c1,-4,-5,-9,-7,-12,-1.3,-12,4
CC(=O)N1C=CC(c2c[nH]c3ccccc23)C=C1,3,53,-5,-3,-8,-0.4,-35,3
CSc1nc(=O)[nH]nc1C,-1,-5,-6,1,9,-0.1,-35,1
CC(=O)Nc1ccc(NC(=O)c2ccccc2C(=O)O)cn1,-3,-3,-5,2,10,-0.6,-3,-4
CC(C)NC(=O)NNC(=O)Cn1nnc(-c2cccc(Cl)c2Cl)n1,-1,-3,-4,4,2,1.5,9,15
CCOC(=O)Cc1cc(=O)n2[nH]c(C(C)(C)C)cc2n1,4,2,-9,-2,5,-0.4,6,-2
CCCN(CCC)S(=O)(=O)c1ccc(C(=O)N/N=C/c2ccc(NC(C)=O)cc2)cc1,-6,-3,-7,-1,-2,0.6,-65,1
Cc1cc(NC(=O)NCc2ccc3c(c2)OCO3)c(C(F)(F)F)o1,-16,-4,-3,2,-14,0.0,7,-4
COc1ccccc1C1CCN(C(=O)CSCc2cccc3ccccc23)CC1,2,17,-13,-7,-13,0.8,-37,0
O=C(N/N=C/c1cccs1)c1ccc2nonc2c1,-9,-8,-3,6,16,-0.4,-3,-3
Brc1ccc2oc(-c3ccn[nH]3)cc2c1,9,1,-2,-1,0,-1.1,-58,3
O=[N+]([O-])c1ccc2c(c1)NC1(CCCCC1)N2,1,5,-6,17,-2,0.1,13,-10
CCOC(=O)N1CCC(NC(=O)c2cc(Cl)sc2Cl)CC1,1,13,-4,5,22,0.5,25,-5
Fc1c(CSC(=S)N2CCOCC2)cccc1CSC(=S)N1CCOCC1,-1,-12,6,1,0,0.5,10,-6
CCNC(=O)SCC(N)C(=O)O (stereo unspecified),.,26,-6,4,-4,-1.1,20,-6

# Next part, overlapping the part above by four compounds.
SMILES,TLR4 MyD88 blk,S1P1 ag,rat GALR2 ag,PME-1 Maybr inh,KOR antag MB,NOTCH ag,Nox1 inhibitor,luminol inh ctr
O=[N+]([O-])c1ccc2c(c1)NC1(CCCCC1)N2,1,5,-6,17,-2,0.1,13,-10
CCOC(=O)N1CCC(NC(=O)c2cc(Cl)sc2Cl)CC1,1,13,-4,5,22,0.5,25,-5
Fc1c(CSC(=S)N2CCOCC2)cccc1CSC(=S)N1CCOCC1,-1,-12,6,1,0,0.5,10,-6
CCNC(=O)SCC(N)C(=O)O (stereo unspecified),.,26,-6,4,-4,-1.1,20,-6
N#C/C(=C\Nc1cnccn1)S(=O)(=O)c1ccc(C(F)(F)F)cn1,3,-1,-5,6,12,-0.3,8,-3
Cc1ccc2c(c1)CCCN2CC(=O)c1ccc2c(c1)OCCO2,2,-6,-8,2,-5,-0.4,-42,-2
CCC(=O)OC1CCC2(C)C(CCC3C4CC=C(C(C)=O)C4(C)CC(=O)C32)C1 (stereo unspecified),-4,-15,-8,5,24,-0.3,-2,-6
CCCc1cnc(N2CCN(S(=O)(=O)c3ccc4c(c3)CCO4)CC2)nc1,-4,5,-6,6,-2,-0.9,-41,5
CCOC(=O)c1ccc(N/N=C/c2cc(OC)c(OC)c(OC)c2)cc1,0,-23,-8,11,16,-0.4,4,3
COC(=O)C1(C(F)(F)F)N=C(c2ccccc2)OC(N2CCOCC2)=N1 (stereo unspecified),0,-12,-5,6,13,0.0,-1,-3
Cc1ccc(NS(C)(=O)=O)cc1[N+](=O)[O-],16,-6,-7,0,-2,-0.3,-59,2
CCCCNC(=O)NNc1cc(N(C)C)c(C#N)c(N(C)C)n1,4,3,-5,0,1,-0.4,11,7
O=[N+]([O-])c1ccc(N/N=C/c2ccc(-c3cccs3)s2)nc1,17,71,-12,-124,79*,-0.1,-14,15
O=C(Cn1cc(Cl)c(=O)c(Cl)c1)N/N=C/c1ccc(Cl)c(Cl)c1,-4,-5,-4,-26,-7,-0.8,-39,2
COC(=O)c1sccc1S(=O)(=O)N1c2ccccc2NC(=O)CC1C (stereo unspecified),1,-4,-5,1,13,0.8,-19,-5
Cc1ccc(/C(=N\N(C)C)C(=O)C(F)(F)F)cc1,4,-3,-4,1,0,-0.3,8,-3
O=C(Nc1c(F)cc(F)cc1Br)c1ccccc1F,-1,8,-4,3,-1,-0.7,4,-1
O=C(O)CC1(CC(=O)NCc2ccc(-c3cccs3)cc2)CCCCC1,-2,6,-9,-5,-1,0.0,-7,-2
O=C(Nc1ccc2c(c1)OCCO2)c1cncc(-c2cccs2)c1,-9,9,-7,-16,19,-0.5,2,-1

# Sorted by value in NOTCH ag (high to low): three from the list above.
structure	NOTCH ag
Cc1ccc(/C(=N\N(C)C)C(=O)C(F)(F)F)cc1	-0.3
Cc1ccc2c(c1)CCCN2CC(=O)c1ccc2c(c1)OCCO2	-0.4
O=C(Cn1cc(Cl)c(=O)c(Cl)c1)N/N=C/c1ccc(Cl)c(Cl)c1	-0.8

# New compounds follow
SMILES,TLR4 MyD88 blk,S1P1 ag,rat GALR2 ag,PME-1 Maybr inh,KOR antag MB,NOTCH ag,Nox1 inhibitor,luminol inh ctr
c1ccc2sc(-c3csc(-c4ccc5c(c4)OCCO5)n3)nc2c1,-13,7,-3,-10,6,2.0,-39,3
CC(C)(C)c1ccc(C2=NNC(SCC(=O)c3ccccc3)=NN2)cc1,1,-16,4,-8,-6,-0.4,-35,0
CC1(C)Cc2cccc(C(=O)Nc3cccc4c3CCCC4)c2O1,4,-33,-8,1,-34,.,-14,3
CN1CN=C(SCc2ccc(Cl)cc2Cl)NC1,-7,14,-5,0,14,-0.5,11,-1
Cc1nnsc1-c1noc(CS(=O)(=O)c2ccc(Cl)cc2)n1,-5,-5,-5,-2,8,-0.2,-51,8
CC(C)NC(=O)n1ncc(S(=O)(=O)c2ccc(Cl)cc2)c1-c1ccc(Cl)cc1,11,-4,-5,4,24,0.1,-12,-5
CCOc1ccccc1NC1=C(Cl)C(=O)c2ccccc2C1=O,-11,30,-5,17,16,-0.6,44,3
Cn1c(C(=O)N2CCOCC2)ccc1S(=O)(=O)N(Cc1ccccn1)Cc1ccccn1,-9,3,-5,-3,2,-0.6,-56,1
C=CCn1c(SCC(=O)N2CCc3ccccc32)nnc1-c1ccc(Cl)cc1,2,17,4,-1,-4,-0.4,-30,-1
CC(C)n1c(C(F)(F)F)nc2cc(C(=O)N3CCC(O)CC3)ccc21,1,3,-4,-3,-4,-0.7,-46,3
CN(C)C(=S)Nc1ccc(Br)c(Cl)c1,-5,0,-6,6,12,0.0,15,-4
NNC(=O)CSc1nc2cccnc2s1,1,9,-6,8,19,0.1,76*,12
O=C(OCc1ccc2c(c1)OCO2)OCc1ccc2c(c1)OCO2,-1,-8,-4,0,9,-0.6,-14,0
O=S(=O)(NCc1cc(C(F)(F)F)cc(C(F)(F)F)c1)c1ccc(F)cc1F,3,-3,-9,2,-16,-0.4,-37,0
Cc1nn(CC#N)c(C)c1Br,2,-4,-8,-2,-6,-0.1,-35,4
Cc1cn(CCC(=O)Nc2ccc(N3CCOCC3)cc2)c2ccccc12,12,-10,-4,4,-4,-0.2,-24,0
COc1ccc(Oc2ccc([N+](=O)[O-])cc2C2=N/C(=C/N(C)C)C(=O)O2)cc1,-1,-21,-4,7,4,-0.7,-2,-5
CCOC(=O)CC1NCCNC1=O (stereo unspecified),5,5,-4,-2,14,0.0,-61,4
CN(C)n1cccc1/C=C(\C#N)S(C)(=O)=O,-3,-12,-4,0,-14,-0.2,5,2
Cc1noc(C)c1-c1nc(CN2CCOCC2)no1,-12,-6,-7,8,11,-0.3,10,-6
Cc1nnc(-c2cccc(S(=O)(=O)N3CCCC3c3ccc(F)cc3)c2)o1 (stereo unspecified),-4,0,-5,3,-10,-0.9,1,-1
CCOC(=O)CCSC1=NC(c2cccs2)C(C(=O)OCC)=C(C)N1 (stereo unspecified),-8,3,-2,5,-12,-0.3,-13,-1
CN(C)CCS(C)(=O)=O,8,5,-5,-1,0,-0.4,-64,2
COc1cccc(C=Nc2ccccc2N2C(=O)c3ccccc3C2=O)c1O,1,1,-3,4,11,-0.7,-9,7
c1cc[n+](C[n+]2ccccc2)cc1,-44,4,-6,2,7,0.1,10,-2
CSc1sc(C(=O)O)cc1S(=O)(=O)C(C)C,7,2,-3,0,5,0.2,-41,-1
O=C1CCN(Cc2ccccc2)C(=O)N1c1ccc2c(c1)CCO2,-14,-2,-7,5,-10,-0.4,22,-7
